From PubChem
A350 fluor: A350 region autofluorescence; Compound autofluorescence, 340/450 nm, Alexa 350 dye-equivalents; active compounds read high; max dye-equivalent concentration, M; actives 11% (n = 59,000); AID 590; in the data active means max dye-equivalent concentration above about 10 nM; inconclusive means mostly about 1.1 nM to 9.6 nM
4-MU autofl: 4-MU region autofluorescence. actives 11% (n = 59,000). max dye-equivalent concentration, M. AID 589. compound autofluorescence, 340/450 nm, 4-MU equivalents; active compounds read high; in the data active means max dye-equivalent concentration above about 10 nM; inconclusive means mostly about 1.1 nM to 9.6 nM
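Compounds in 100 mM Tris, pH 8.0, sat 15 min at room temperature before fluorescence was read at 340 nm excitation/450 nm emission; a per-plate six-point 4-MU standard curve converted signals to dye-equivalent concentration at each compound concentration.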
Ub-GFP proteasome: proteasome inhibitors stabilizing ubiquitin-GFP reporter. Ubiquitin-GFP reporter cells, proteasome inhibition, GFP fluorescence; response scale: untreated = 0%, 10 µM MG-132 = 100%. Potency, µM (doses to about 45.9 µM), without a hit: at the highest dose activation (GFP accumulation), usual class: activators. 67,000 tested, under 10 active. AID 526; active means well fitted activation curve with a large enough effect, not every such curve was filed as active; inconclusive means small, poorly fitted or top-dose-only effect, or another doubt; inactive means no such curve, though single readings can be large or run the other way; further: potency means the concentration at half of the fitted maximal effect
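Reporter cells (U2OS, ubiquitin-G76V-GFP fusion) are plated overnight, then treated 4 hr at 37 °C with compound titrations from 46 uM down to 2.9 nM. Activity is scaled against untreated cells and 10 uM MG-132.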
CRE-bla Fsk: CRE-bla signaling modulation under forskolin stimulation. actives 2.5% (n = 71,000). Potency, µM (highest dose often 38.2 µM), inactives show at the highest dose activity change, negative = inhibition, actives largely listed as activators. CHO CRE-bla reporter (cAMP response element driving beta-lactamase), forskolin EC10, beta-lactamase ratio; active means well fitted activation curve with a large enough effect in the signal ratio, with a control signal flat, not every such curve was filed as active; inconclusive means small, poorly fitted or top-dose-only effect, or effect the other way, or a change in a side signal; the % refers to the signal ratio; further: potency means the concentration at half of the fitted maximal effect; % of control where 0% means no effect
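Titrated compounds plus EC10 NKH 477 on CHO CRE-bla cells, 3 h, 37 °C. CCF4, 2 h RT. Ratio 460/530 nm → AC50.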
Hsp90 Hop PPI: changes Hsp90-Hop TPR2A binding signal, up or down. AlphaScreen TPR2A-His6 binding biotin-Hsp90 C-terminal peptide. Potency, µM (doses to about 57 µM), for the others: at the highest dose activity change, negative = inhibition. actives 0.44% (n = 71,000). AID 595; active means well fitted curve in either direction with a large enough effect; inconclusive means small, poorly fitted or top-dose-only effect, or another doubt; further: potency means the concentration at half of the fitted maximal effect; on the % scale 0 is the no-effect control and ±100 the full control effect; many of its hits are not listed in these tables
15-hLO inh: blocks human 15-lipoxygenase activity. P16050. purified 15hLO-1, xylenol orange hydroperoxide absorbance. Potency, µM (highest dose often 57.1 µM), for inactives: top-dose activity change, negative = inhibition, actives largely listed as inhibitors. actives 1.4% (n = 74,000); further: potency means the concentration at half of the fitted maximal effect; on the % scale 0 is the no-effect control and ±100 the full control effect; nearly all actives have a fitted effect of over 55% in size
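Purified human 15hLO-1 (40 nM final) in 25 mM Hepes pH 7.5, 0.01% Triton X-100 was preincubated with compound 15 min at room temperature, then reacted 6 min with 50 uM arachidonic acid; hydroperoxide detected by Fe-XO, 573/405 nm absorbance ratio.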
BRCT inh red: inhibitors of human BRCA1 BRCT-phosphoprotein interaction (red fluorophore); P38398; BRCT-phosphopeptide binding, red fluorescence polarization; Potency, µM (titrated, usually from 76.9 µM), for inactives: at the top dose activity change, negative = inhibition, actives largely listed as inhibitors; AID 892; actives 0.03% (n = 75,000); further: on the % scale 0 is the no-effect control and ±100 the full control effect
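Fluorescence polarization: 100 nM His-tagged BRCA1 BRCT with 100 nM TAMRA-labelled phospho-BACH1 decapeptide, phosphate buffer pH 7.3 with 150 mM NaCl, DTT, 0.01% Tween 20; 12 min RT. Binding inhibition seen as FP decrease.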
HBB splice mod: modulators of hemoglobin beta chain splicing. HBB splicing reporter cell assay, activation; EGFP reporter with mutant IVS2-654 intron; response scale: normalised to 500 nM splice-correcting PNA. Potency, µM (series often up to 46.1 µM), for inactives: at the highest dose activation, most hits filed as activators. actives 0.06% (n = 65,000); further: potency means the concentration at half of the fitted maximal effect; 0% is about no effect
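HeLa cells stably expressing EGFP interrupted by mutant beta-globin intron 2 (IVS2-654), 500/well in 2% FCS. Treated with compound for 2 days at 37C. Splicing correction scored as total well GFP intensity (488 nm excitation, 500-520 nm emission); 500 nM antisense PNA served as control.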
DNA Pol III inh: blocks replication by bacterial DNA polymerase III holoenzyme; Potency, µM (titrated, usually from 57.1 µM), inactives show top-dose activity change, negative = inhibition; AID 603; reconstituted DNA polymerase III holoenzyme replication, biochemical; actives 0.25% (n = 71,000); further: potency means the concentration at half of the fitted maximal effect; on the % scale 0 is the no-effect control and ±100 the full control effect
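Reconstituted *E. coli* holoenzyme (0.35 nM Pol III, 1 nM beta, 154 nM SSB, 2 nM primase) was preincubated with compound for 15 min at RT. Synthesis on 1.4 nM ssM13Gori ran 35 min, then was stopped with PicoGreen/EDTA and read as dsDNA fluorescence.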
Epigenetic mod: derepresses silenced GFP locus in mouse C127i cells; Potency, µM (series often up to 46.1 µM), without a hit: top-dose GFP derepression (activation); actives 0.09% (n = 68,000); mouse C127i GFP locus derepression, cytometry, 30 h; AID 597; further: % of control where 0% means no effect
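Locus derepression in mouse mammary C127i cells whose integrated CMV-GFP reporter is normally silent; GFP expression after 30 h compound treatment was quantified by counting fluorescent cells.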
BRCT PPI green: inhibitors of human BRCA1 BRCT-phosphoprotein interaction (green fluorophore) | P38398 | BRCA1 BRCT-phosphopeptide binding, green fluorescence polarization | Potency, µM (highest dose often 76.9 µM), without a hit: top-dose activity change, negative = inhibition, most hits filed as inhibitors | actives 0.05% (n = 75,000) | AID 875;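 further: potency means the concentration at half of the fitted maximal effect; plate controls were peptide without protein for full effect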
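Fluorescence polarization: His-tagged BRCT (~35 kDa BRCA1 C-terminus, 250 nM) bound to 100 nM fluorescein-labeled phosphorylated 10-aa BACH1 peptide, pH 7.3 phosphate buffer with DTT and Tween 20. Compounds incubated 12 min at room temperature; inhibition read as lowered polarization.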
* = called active by the depositor; i = inactive; ? = inconclusive; . = not tested or not shown; & = joins results of further samples; [ ] = remark or other dose. Unless noted, the call rests on the fitted dose curve; in most records, active means well fitted curve in the direction sought with a large enough effect; inconclusive means small, poorly fitted or top-dose-only effect, or another doubt; inactive means no such curve, though single readings can be large; an effect the other way counts as inactive or inconclusive. The list is partial; rates above refer to the full screens.

SMILES | A350 fluor | 4-MU autofl | Ub-GFP proteasome | CRE-bla Fsk | Hsp90 Hop PPI | 15-hLO inh | BRCT inh red | HBB splice mod | DNA Pol III inh | Epigenetic mod | BRCT PPI green
O=C(O)C(=O)Cc1ccc2c(c1)OCO2 | i | i | -3%[9.17 µM] | 15%[7.6 µM] | -1%[11 µM] | -8%[11.4 µM] | 0.1%[15.4 µM] | 4.6%[9.22 µM] | -2%[11.4 µM] | 2%[9.22 µM] | -2.0%[15.4 µM]
Cc1ncsc1CCCl | . | . | 4% | -8% | -4% | -5%[25.6 µM] | 1.5% | . | -2% | 1% | -2.6%
Nc1ccc(Br)cc1 | . | . | . | -11% | -2% | ? | 0.3% | -1.4% | 8% | . | 1.4%
Cn1cc(C(=O)c2ccccc2)c2ccccc21 | . | . | -11% | 6% | -6%[2.3 µM] | -10% | -1.3% | -0.7% | -2% | . | -0.2%
Nc1ccccc1C(=O)OC1CSC1 | . | . | 12% | -6% | 2% | -4% | -2.4% | 1.0%[9.22 µM] | -12% | 1% | 1.2%
COc1cc(OC)c(OC)cc1CNCCc1ccc(OC)c(OC)c1 | i | i | 3% | ? | -4% | -5% | -0.6% | -0.6% | -5% | 3% | -1.6%
CN(C)P1(N(C)C)=NC(C(F)(F)F)=NC(C(F)(F)F)=N1 | . | . | -1% | 1% | 0% | 5% | -0.8% | 0.2%[9.22 µM] | -10% | 2% | -1.0%
COc1cccc(N2C(=O)NC(=O)C3(Cc4cc(C)ccc4N(C)C3)C2=O)c1 (centres undefined) | i | i | -5% | 8% | -4% | -9% | 1.1% | -4.6%[0.369 µM] | -5% | 2% | -0.3%
NC(=NCCc1ccc(I)cc1)SCCCc1cnc[nH]1 | . | . | 4% | ? | 0% | -14%[25.6 µM] | -0.1% | . | 4% | -2% | -1.7%
C[C@@H](O)CN(CCN(C[C@@H](C)O)C[C@@H](C)O)C[C@@H](C)O.O=[N+]([O-])O.[Cu] | 1.8e-08M* | 1.5e-08M* | -1%[9.17 µM] | 27%[7.6 µM] | -2%[11 µM] | 4µM* | 1.2%[15.4 µM] | 1.4%[9.22 µM] | 6%[11.4 µM] | 2%[9.22 µM] | 0.0%[15.4 µM]
Nc1ccccc1C(=O)O | . | . | . | -4% | -1% | 0% | -1.3% | 0.7% | -2% | . | 0.6%
CCC(=NCCN1CCOCC1)c1c(O)n(-c2ccccc2C)c(=O)[nH]c1=O | i | i | 4% | -2% | -6% | ? | 0.3% | -1.0% | -14% | -2% | -2.7%
CC1CC2(O)c3nonc3CCC2N1O (centres undefined) | i | i | 2% | 0% | 0% | 11% | -0.6% | 0.0%[57.5 µM] | -4% | 6% | -0.6%
CCCCC#N | . | . | . | -3% | -3% | -1% | -0.4% | 0.4% | -5% | . | -0.8%
CNCCc1c[nH]c2ccc(O)cc12 | i | i | 5% | -15% | 0% | 2%[25.6 µM] | 1.9%&-1.6% | -0.5% | -4% | -1% | 2.8%&-1.9%
Cn1c(=O)cc(OCC(=O)N2CCC3(CC2)OCCO3)c2ccccc21 | i | i | -4% | 2% | 2% | 1% | 0.1% | 0.7% | -5% | -2% | -2.1%
COc1ccc(CCC(=O)N2CCC3(CC2)OCCO3)cc1 | i | i | 19% | 1% | -4% | -1% | -0.1% | 1.4% | 3% | -5% | 1.0%
CN(C)CCc1nc2ccccc2c(=O)n1-c1ccccc1 | i | i | -3% | 0% | 2% | 0% | -0.7% | -0.3% | -1% | -2% | -0.3%
CCOC(=O)C1=C(C)OC(N)=C(C#N)C12C(=O)Nc1ccc(C)cc12 (centres undefined) | i | i | 2% | -3% | -1% | 2% | -0.4% | . | -3% | -1% | -1.4%
CCC(=NCc1ccc(F)cc1)c1c(O)n(C)c(=O)n(C)c1=O | ? | ? | -4% | ? | -1% | 5% | 0.3% | -3.7%[57.5 µM] | -2% | -2% | 1.9%
CC(C)CN1CC2(CCN(C(=O)Oc3ccccc3)CC2)C1 | i | i | -17% | 3% | -8% | 7% | -1.6% | 3.0% | -2% | 4%[9.22 µM] | -1.7%
C=CC(=O)NCNC(=O)C=C | . | . | . | -25% | 7% | -4% | -1.2% | 1.1% | -2% | . | -0.9%
COc1ccc2c(c1)c(C(=O)CN1CCN(C)CC1)c(C)n2Cc1ccccc1 | i | i | 1% | 3% | -12% | -6% | 0.8% | 0.1%[57.5 µM] | -6% | -3% | 2.7%
COc1ccccc1N=C1SCCCN1C | i | i | -4% | 2% | -1% | 0% | -1.0% | . | -2% | -1% | 2.1%
Oc1cc(Cl)c(Cl)c(Cl)c1Cl | . | . | . | ? | 0% | -18% | -0.7% | -1.5% | -4% | . | 0.0%
C[C@@]12CC[C@H](O)C[C@@H]1CC[C@H]1[C@@H]2C[C@@H](O)[C@]2(C)[C@@H](C3=CC(=O)OC3)CC[C@]12O | i | i | 3%[20.5 µM] | -8%[17.1 µM] | -2%[26 µM] | 9%[25.6 µM] | -1.6%[34.4 µM] | 1.0%[20.6 µM] | -5%[25.6 µM] | 1%[20.6 µM] | 0.1%[34.4 µM]
CCSc1cc(C2C(C#N)=C(N)Oc3n[nH]c(C)c32)c(C)o1 (centres undefined) | i | i | 2% | -8% | -7% | -6% | -0.3% | 0.1% | 2% | 2% | -0.5%
O=[N+]([O-])c1ccccc1O | . | . | . | -6% | 1% | 3% | 1.2% | 0.4% | -1% | . | -0.2%
COc1ccc2c(c1OC)C(=O)O[C@@H]2[C@H]1c2cc3c(cc2CCN1C)OCO3 | i | i | -1% | 11% | -3% | . | . | . | 11% | 0%[9.22 µM] | .
CC(C)(O)/C=C\C(=O)[C@](C)(O)[C@H]1[C@H](O)C[C@]2(C)[C@@H]3CC=C4[C@@H](C=C(O)C(=O)C4(C)C)[C@]3(C)C(=O)C[C@@]12C | i | i | 1%[9.17 µM] | 1%[7.6 µM] | -1%[11 µM] | 18%[11.4 µM] | -0.5%[15.4 µM] | 0.1%[9.22 µM] | -2%[11.4 µM] | -2%[9.22 µM] | -1.5%[15.4 µM]
Cc1cc(N2C(=O)C3CCCN3C2c2cccc(Cl)c2)no1 (centres undefined) | i | i | 5% | 5% | 2% | 6% | -0.1% | -2.0% | -2% | 0% | 1.0%
O=C(c1ccco1)N1CCC[C@@]2(CCN(Cc3ccncc3)C2)C1 | i | i | -2% | -1% | -2% | -10% | 1.0% | 4.1% | -2% | 7%[9.22 µM] | -0.7%
COC(=O)[C@@H]1C[C@H]1[C@@H](NP(=O)(c1ccccc1)c1ccccc1)c1ccccc1 | . | . | . | -12% | -7% | . | -1.3% | -0.9% | 1% | . | -2.4%
C=C1CC[C@H](O)C/C1=C/C=C1\CCC[C@]2(C)[C@@H]([C@H](C)CCCC(C)C)CC[C@@H]12 | . | . | . | ? | -4% | 16µM* | 0.3% | -1.0% | -3% | . | -1.7%
c1csc(CN2CC[C@@]3(CCCNC3)C2)n1 | i | i | 10% | 4% | -7% | -1% | -1.8% | -1.0% | -1% | -2%[9.22 µM] | -0.7%
CN[C@@H](C)[C@@H](O)c1ccccc1 | i | i | -4% | ? | ? | 0.4µM* | -1.9% | 0.9% | -6% | -1% | -2.9%
CC12CCCCC1=NC(c1ccc(Br)cc1)N2O (centres undefined) | . | . | 9%[9.17 µM] | ? | -3%[11 µM] | -2%[11.4 µM] | 0.7% | 0.3%[0.0738 µM] | -2%[11.4 µM] | 0% | -0.8%
CCCCn1c(=O)c(C(=O)Nc2cnccn2)c(O)c2ccccc21 | ? | i | 11% | -1% | -1% | 6% | 0.6% | . | 3% | -3% | 0.5%
C=CCn1c(O)c(C(C)=Nc2cc(OC)ccc2OC)c(=O)[nH]c1=O | i | i | -4% | 12% | -6% | 0% | 0.2% | -5.1%[0.369 µM] | -9% | 0% | -1.2%
NNCc1cccc(O)c1 | i | i | 10% | 0% | -3% | ? | -1.9% | 2.5% | -1% | 1% | -0.3%

Arranged by count of non-hydrogen atoms (high to low): some entries from above.
SMILES | A350 fluor | 4-MU autofl | Ub-GFP proteasome | CRE-bla Fsk | Hsp90 Hop PPI | 15-hLO inh | BRCT inh red | HBB splice mod | DNA Pol III inh | Epigenetic mod | BRCT PPI green
COC(=O)[C@@H]1C[C@H]1[C@@H](NP(=O)(c1ccccc1)c1ccccc1)c1ccccc1 | . | . | . | -12% | -7% | . | -1.3% | -0.9% | 1% | . | -2.4%
CCCCn1c(=O)c(C(=O)Nc2cnccn2)c(O)c2ccccc21 | ? | i | 11% | -1% | -1% | 6% | 0.6% | . | 3% | -3% | 0.5%
CN[C@@H](C)[C@@H](O)c1ccccc1 | i | i | -4% | ? | ? | 0.4µM* | -1.9% | 0.9% | -6% | -1% | -2.9%
